hIAP act: human IAP activation; activation factor at 10 µM; purified human IAP, CDP-Star luminescence, 30 min; stronger effect = higher value; 1 = vehicle-only enzyme, 0 = enzyme-free background; P09923; hit rate 0.16% among 330,000;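 active means activation factor of the enzyme at least 2-fold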; further: the source names both 10 and 20 µM as test concentration; values of inactives mirror those of a sister screen read the other way
APOBEC3A inh: blocks human APOBEC3A ssDNA deamination | AID 493011 | P31941 | recombinant A3A, FAM/TAMRA ssDNA deamination fluorescence | inhibition, % at 20 µM | hit rate 0.41% among 330,000;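 active means at least 40% inhibition at 20 µM here, with at most 30% in a related deaminase screen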;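 further: plate controls were A3A with DMSO for no effect and wells lacking A3A enzyme for full effect; some results filed as inactive read as strong as hits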
Target sequence (P31941 whole entry, looked up): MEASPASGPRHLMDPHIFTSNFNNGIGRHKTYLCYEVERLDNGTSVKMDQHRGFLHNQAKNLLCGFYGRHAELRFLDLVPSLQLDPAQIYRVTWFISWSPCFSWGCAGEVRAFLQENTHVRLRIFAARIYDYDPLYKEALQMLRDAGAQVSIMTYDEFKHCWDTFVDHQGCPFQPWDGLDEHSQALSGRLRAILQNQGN
mIAP block: blocks mouse intestinal alkaline phosphatase; purified mouse IAP, CDP-Star luminescence, 30 min; inhibition, % at 10 µM; hit rate 0.2% among 330,000;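 active means inhibition of at least 40% at 10 µM in the primary screen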;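 further: plate controls were DMSO with enzyme for no effect and no enzyme wells for full effect; values of inactives mirror those of a sister screen read the other way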
hIAP block: blocks human intestinal alkaline phosphatase. P09923. purified IAP, CDP-Star luminescence, 30 min. inhibition, % at 10 µM. hit rate 0.12% among 330,000;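 active means inhibition reaching a set limit with compound at 10 µM in the primary screen, cut at about 35% in these data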;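 further: plate controls were DMSO wells with enzyme for no effect and no-enzyme buffer wells for full effect; values of inactives mirror those of a sister screen read the other way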
ATG4B inhibitor: ATG4B (human) cysteine protease inhibition; ATG4B cleavage of LC3-PLA2, NBD-HPC fluorescence, 1 h; hit rate 0.51% among 340,000; inhibition, % at 8.33 µM; Q9Y4P1; in the data active means inhibition above about 40%
Target sequence (Q9Y4P1 whole entry, looked up): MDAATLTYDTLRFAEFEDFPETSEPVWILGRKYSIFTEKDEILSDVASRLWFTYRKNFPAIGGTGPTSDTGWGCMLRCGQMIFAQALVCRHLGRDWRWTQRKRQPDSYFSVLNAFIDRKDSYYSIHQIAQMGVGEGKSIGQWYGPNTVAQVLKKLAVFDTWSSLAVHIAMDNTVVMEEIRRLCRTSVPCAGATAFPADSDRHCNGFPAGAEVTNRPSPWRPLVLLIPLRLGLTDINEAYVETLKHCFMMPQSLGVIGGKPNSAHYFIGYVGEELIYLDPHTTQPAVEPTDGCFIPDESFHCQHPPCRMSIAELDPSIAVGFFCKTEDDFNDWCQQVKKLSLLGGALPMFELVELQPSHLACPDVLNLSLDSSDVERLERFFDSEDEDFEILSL
A3G deaminase: inhibitors of human APOBEC3G DNA deaminase; Q9HC16; recombinant A3G, ssDNA deamination FAM/TAMRA fluorescence; inhibition, % at 20 µM; hit rate 0.28% among 330,000;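 active means inhibition of at least 40% at 20 µM, with no more than 30% in the related APOBEC3A deaminase screen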;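 further: plate controls were DMSO wells with A3G for no effect and wells lacking A3G enzyme for full effect; some compounds called inactive have numbers as strong as hits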
Target sequence (Q9HC16 whole entry, looked up): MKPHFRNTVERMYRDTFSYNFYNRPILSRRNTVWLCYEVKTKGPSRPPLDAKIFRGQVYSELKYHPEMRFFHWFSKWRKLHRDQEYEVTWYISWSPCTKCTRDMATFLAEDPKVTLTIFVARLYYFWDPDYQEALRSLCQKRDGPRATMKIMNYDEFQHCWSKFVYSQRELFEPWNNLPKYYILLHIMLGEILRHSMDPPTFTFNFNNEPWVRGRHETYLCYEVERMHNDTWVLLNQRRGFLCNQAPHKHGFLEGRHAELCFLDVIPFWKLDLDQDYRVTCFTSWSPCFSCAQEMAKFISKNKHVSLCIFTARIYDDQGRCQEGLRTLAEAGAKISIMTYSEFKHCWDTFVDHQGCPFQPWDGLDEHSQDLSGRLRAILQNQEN
MIN6 prolif: induces beta-cell replication in MIN6 cells. MIN6 cells proliferation, ATPlite luminescence, 48 h; cells starved in 0.2% serum; 100% = growth in 10% serum. hit rate 0.29% among 330,000. proliferation, % at 10 µM. AID 2380;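 active means compounds whose signal lies at least 3.5 SD above the mean of all wells on their plate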;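 further: 0% = DMSO-treated cells in low-serum medium and 100% = 10% serum control; some compounds called inactive have numbers as strong as hits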
mIAP activ: increases mouse intestinal alkaline phosphatase activity. AID 2805. activation factor at 10 µM. muIAP, CDP-Star luminescence, 30 min; stronger effect = higher value; 1 = vehicle-only enzyme signal, 0 = enzyme-free wells. hit rate 0.24% among 330,000;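 active means activation factor of at least 2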; further: the source names both 10 and 20 µM as test concentration; values of inactives mirror those of a sister screen read the other way
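Assay system: mouse IAP enzyme; Reagent: CDP-Star chemiluminescent phosphatase substrate; Compound: DMSO-dissolved test compounds; Incubation: 30 min, room temperature; Technique: luminescence from enzymatic CDP-Star hydrolysis; Controls: DMSO-only wells and no-enzyme negative control.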
MPTP inh: permeability transition pore inhibition; isolated mouse mitochondria, Ca2+ swelling absorbance, 30 min; inhibition, % at 10 µM; hit rate 1.4% among 360,000; AID 602449;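 active means inhibition of 50% or more, scaled per plate between neutral and stimulator controls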;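 further: 0% = DMSO wells given calcium and 100% = 1 mM EGTA wells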
* hit, by the source's call; . = not tested or not shown.

compound	hIAP act	APOBEC3A inh	mIAP block	hIAP block	ATG4B inhibitor	A3G deaminase	MIN6 prolif	mIAP activ	MPTP inh
O=C(NCc1ccccc1OC(F)(F)F)C1CCC(=O)N(Cc2cccc(F)c2)C1 (configuration not stated)	1.2	-2	1	-16	1	-8	2	0.99	1.3
OCCC1CN(Cc2ccc3nsnc3c2)CCN1C1CCCCC1 (configuration not stated)	1.4	-1	5	-37	-8	-5	-3	0.95	1.7
CC(NC(=O)C1(C)CC1(Br)Br)C(C)(C)C (configuration not stated)	1.1	-2	9	-10	-6	-4	0	0.91	-0.9
CC(Sc1nnc(C2CC2)n1C1CC1)C(=O)N(C)C1(C#N)CCCCC1 (configuration not stated)	0.99	-2	-1	1	-2	-8	-4	1	-0.6
C[n+]1ccccc1/C=C/c1ccc(F)c(F)c1	1.3	53*	7	-28	-1	17	-1	0.93	0.7
Fc1cccc(NC(=S)N2CCc3ccccc32)c1	1.2	0	-1	-18	3	-3	-3	1	1.5
CCOc1ccc(CCNC(=O)c2cc3sc(Cl)cc3n2C)cc1OCC	1.2	-5	-44	-17	-9	-6	-2	1.4	2.5
Cc1ccc(C)c(NS(=O)(=O)c2cc(Br)cnc2N)c1	0.91	5	0	9	-5	1	-1	1	1.9
O=C(Nc1ccccc1)N1CCSCC1	1.2	-2	6	-18	-6	-6	1	0.94	-5.9
Cc1ccc(S(=O)(=O)N2CCN(c3cccc(C)c3)CC2)cc1	0.98	-6	6	2	4	-2	0	0.94	3.6
O=C(NNC(=O)c1c(F)cccc1F)c1ccccc1-n1cccc1	1.1	0	4	-15	3	-9	0	0.96	-1.3
Cc1ccc(Sc2nc(C)cc(C)c2S(C)(=O)=O)cc1	1	0	3	-4	-15	-5	-5	0.97	-1.5
CC12CCC(=O)N1C(C(=O)OCC(=O)Nc1ccc(Cl)c(Cl)c1)CS2 (configuration not stated)	0.88	-5	6	12	-6	-14	0	0.94	0.3
Cc1ccnc(NS(=O)(=O)c2ccc(Cl)nc2)c1	1	5	8	0	0	0	-4	0.92	1.2
O=C(CN1CCN(c2ccccc2O)CC1)NC(c1ccccc1)c1ccccc1	0.99	-2	-4	1	-9	-5	-4	1	-0.6

The results go on:
compound	hIAP act	APOBEC3A inh	mIAP block	hIAP block	ATG4B inhibitor	A3G deaminase	MIN6 prolif	mIAP activ	MPTP inh
NC(=O)c1ccsc1NC(=O)COC(=O)Cc1cccc2ccccc12	1	0	7	-4	-16	-3	-7	0.93	-2.6
Cc1ccc(C)c(OCCC(=O)OCC(=O)NC(=O)NCc2ccccc2)c1	1.1	-2	-6	-10	-12	-12	2	1.1	-2.3
O=C(C[C@@H]1C/C=C\C[C@H](NC(=O)OCC2c3ccccc3-c3ccccc32)C(=O)O[C@H](c2ccccc2)CNC1=O)NCCO	1.1	0	-22	-12	-9	-5	-6	1.2	-0.3
CCOC(=O)C1=C(O)C(=O)N(c2ccccc2)C1c1cccc([N+](=O)[O-])c1 (configuration not stated)	0.92	-5	-1	8	3	-6	3	1	3.2
Cc1cccc(OCC(=O)NNC(=O)C2CCCCC2C(=O)O)c1 (configuration not stated)	0.99	-3	2	1	0	-6	-3	0.97	0.3
COc1cc(OC)c(Cl)cc1N	0.99	-6	-4	1	-1	-6	0	1	-0.7
CCOC(=O)c1c(C)n(C)c2ccc(OCC(O)CN3CCC(C)CC3)cc12 (configuration not stated)	1.2	-2	-14	-23	-16	-5	-5	1.1	-0.2
Cc1ccc(CNC(=O)c2cn(C3CCCC3)c(=O)c3c2c2ccccc2n3C)o1	1.1	1	2	-7	.	10	-3	0.98	.
CCOC(=O)c1nn(C23CC4CC(CC(C4)C2)C3)c2c1C(=O)N(c1ccc(C)cc1)C2=O	1.1	11	1	-10	-3	-1	-4	0.99	1.7
COCC(C)N1CCC(n2nccc2NC(=O)CCOc2ccccc2)CC1 (configuration not stated)	1	1	5	-3	-3	-2	4	0.95	-0.6
Cc1ccc(Nc2c([N+](=O)[O-])c(=O)n(C)c3ccccc23)cc1C	0.9	5	20	10	-9	1	-1	0.8	-3.5
CCOC(=O)c1[nH]cnc1C(=O)NC1CCN(C(=O)OC(C)(C)C)CC1	1.2	-2	0	-21	-6	-11	5	1	-2.4
O/N=C/c1ccc(-c2cc(Cl)ccc2Cl)o1	1.1	-2	6	-5	-2	-3	5	0.94	1.3
Cc1cc(C)cc(OCC(=O)N(Cc2cccs2)C2CCS(=O)(=O)C2)c1 (configuration not stated)	0.89	3	5	11	-12	-5	-2	0.95	0.9
COC(=O)C(Cc1ccc(O)cc1)N1Cc2ccccc2C1=O (configuration not stated)	1	-3	4	-1	2	-11	0	0.96	-0.7

(list continues)
compound	hIAP act	APOBEC3A inh	mIAP block	hIAP block	ATG4B inhibitor	A3G deaminase	MIN6 prolif	mIAP activ	MPTP inh
Cc1ccc(-n2c(Cn3c(C)nc4ccccc43)n[nH]c2=S)cc1	0.98	-5	12	2	2	22	2	0.88	0.1
CCN(C(=O)COC(=O)c1cccnc1SC)C1CCCCC1	0.93	0	8	7	-4	0	2	0.92	-2.0
COC(=O)c1ccccc1NC(=O)c1ccc(-c2ccccc2F)o1	0.8	2	8	20	0	-3	0	0.92	3.9
CN(C(=O)COc1ccc(-c2nnco2)cc1)C1CCS(=O)(=O)C1 (configuration not stated)	1.1	-2	2	-12	1	-7	0	0.98	-0.3
O=C(COc1ccccc1)NNc1c2ccccc2nc2ccccc12	1.2	-3	16	-24	-20	-6	-2	0.83	-4.3
CNC(=O)c1nn(-c2ccccc2)ccc1=O	1	-5	-3	-3	-3	-2	2	1	1.9
NS(=O)(=O)c1ccc(CNC(=S)NCc2ccc(Cl)cc2)cc1	1.1	-5	-8	-12	28	-5	0	1.1	3.0
O=C(CCCOc1ccccc1)Nc1cc(S(=O)(=O)N2CCOCC2)ccc1N1CCOCC1	1	2	-4	-1	-10	3	-2	1	-0.3
O=C(C[C@H]1C[C@H](C(=O)N2CCOCC2)[C@@]2(CCC3CCCC3)c3[nH]c4cc(-c5ccco5)ccc4c3CCN2C1=O)NCCCn1ccnc1	.	-3	-13	.	.	-1	.	1.1	-1.6
CC(C)c1cc(=O)n2[nH]c(SCc3ccc(Cl)cc3)nc2n1	1	2	10	-4	2	0	-4	0.9	1.7
Cc1ccc(O)c(C(=O)c2cnc3c(c2)COc2ccc(C)cc2-3)c1	0.95	-3	6	5	15	-8	-3	0.94	1.1
COc1cccc(NC(=O)CNC(C)CCC(C)C)c1 (configuration not stated)	1.1	-1	1	-6	3	-1	0	0.99	5.4
CCOC(=O)c1ccc(NS(C)(=O)=O)cc1	0.84	-17	7	16	-5	-6	-1	0.93	-0.8
Cc1ccc(N2CC(C(=O)N3CCC(C(=O)NC(C)(C)C)CC3)CC2=O)cc1 (configuration not stated)	0.98	-3	-11	2	3	-16	-1	1.1	0.0
CC(=O)c1sc(C(C)(C)C)cc1NC(=O)c1ccccc1C(=O)O	1.1	0	-8	-6	-1	-1	-3	1.1	1.2

Copied from the results shown, two compounds:
compound	hIAP act	APOBEC3A inh	mIAP block	hIAP block	ATG4B inhibitor	A3G deaminase	MIN6 prolif	mIAP activ	MPTP inh
Cc1ccc(-n2c(Cn3c(C)nc4ccccc43)n[nH]c2=S)cc1	0.98	-5	12	2	2	22	2	0.88	0.1
CCN(C(=O)COC(=O)c1cccnc1SC)C1CCCCC1	0.93	0	8	7	-4	0	2	0.92	-2.0

The results go on:
compound	hIAP act	APOBEC3A inh	mIAP block	hIAP block	ATG4B inhibitor	A3G deaminase	MIN6 prolif	mIAP activ	MPTP inh
O=C1c2cccc3cccc(c23)C(=O)N1CCN1CCN(CC(O)COc2ccc3ccccc3c2)CC1 (configuration not stated)	0.88	4	14	12	10	-12	-6	0.86	3.2
CC(C)CN(C(=O)COC(=O)c1cnc(Cl)c(Cl)c1)c1c(N)n(Cc2ccccc2)c(=O)[nH]c1=O	1.1	2	-8	-10	7	6	-7	1.1	0.3
Cc1ccc(C)n1-c1ccc2c(c1)COC2=O	1.1	-1	4	-10	.	-3	-1	0.96	.
Cc1cc(SCC(=O)N/N=C/c2ccc(O)c(O)c2)c(C)cc1Br	1.1	-1	16	-15	-17	-4	1	0.84	6.7
CCOC(=O)/C(C#N)=C/c1ccc(OCC(=O)Nc2ccc(OC)cc2)c(OC)c1	0.97	-1	4	3	-7	-2	-2	0.96	2.3
O=C(CCn1nc(-c2ccc(F)cc2)ccc1=O)NCc1ccccc1	0.92	0	7	8	-3	-5	-1	0.93	1.5
NC(=O)COC(=O)CNC(=O)c1cc(Cl)cc([N+](=O)[O-])c1	0.91	1	-4	9	-10	1	-4	1	-1.5
Cn1nnnc1SCC(=O)N1CCN(c2ccc(Cl)cc2)CC1	0.96	16	7	4	-9	1	-2	0.93	-0.8
Cc1nn(C)c(C)c1CN(C)S(=O)(=O)c1ccc(F)cc1	0.8	1	-5	20	-3	2	-2	1	-0.7
CC(C)c1nc(SCC(=O)N2CCc3ccccc32)n[nH]1	1.1	-6	-13	-14	-3	-7	-2	1.1	1.3
CCC(C)(C(=O)NC1CCCCC1)N(C(=O)Cc1cccs1)c1ccccc1 (configuration not stated)	0.99	0	-6	1	5	-9	2	1.1	0.9
COc1ccc(S(=O)(=O)Oc2cccc(C(=S)N3CCOCC3)c2)cc1	1.2	-5	4	-21	0	-5	0	0.96	-1.2
CC(C)(C)c1ccc(OCC(=O)NNC(=O)Nc2ccccc2)cc1	0.95	-7	6	5	2	-20	-2	0.94	0.6
CC[C@@H]1C(c2ccc(F)cc2)=NN(c2ccccc2)[C@H]1C(=O)N1CCOC1=O	.	1	4	.	-1	1	.	0.96	0.5
O=C(CSc1ncccn1)Nc1ccc2c(c1)CCC2	0.82	0	3	18	-3	-1	1	0.97	2.6
CCOC(=O)c1ccc2c(c1)nc(C1CCN(S(=O)(=O)c3cccs3)CC1)n2CC	1.1	-5	-4	-7	-30	-10	-2	1	5.7
O=C(CN1CCN(c2ccccc2O)CC1)NC(=O)NCc1ccccc1	0.97	0	-3	3	-8	-3	-1	1	1.2
O=C(c1cccc(S(=O)(=O)N2CCOCC2)c1)N1CCCCCC1	0.88	5	-1	12	13	-1	2	1	-1.5

Structural class: the entries above containing a thiophene ring, fused or not.
compound	hIAP act	APOBEC3A inh	mIAP block	hIAP block	ATG4B inhibitor	A3G deaminase	MIN6 prolif	mIAP activ	MPTP inh
CCOc1ccc(CCNC(=O)c2cc3sc(Cl)cc3n2C)cc1OCC	1.2	-5	-44	-17	-9	-6	-2	1.4	2.5
NC(=O)c1ccsc1NC(=O)COC(=O)Cc1cccc2ccccc12	1	0	7	-4	-16	-3	-7	0.93	-2.6
Cc1cc(C)cc(OCC(=O)N(Cc2cccs2)C2CCS(=O)(=O)C2)c1 (configuration not stated)	0.89	3	5	11	-12	-5	-2	0.95	0.9
CC(=O)c1sc(C(C)(C)C)cc1NC(=O)c1ccccc1C(=O)O	1.1	0	-8	-6	-1	-1	-3	1.1	1.2
CCC(C)(C(=O)NC1CCCCC1)N(C(=O)Cc1cccs1)c1ccccc1 (configuration not stated)	0.99	0	-6	1	5	-9	2	1.1	0.9
CCOC(=O)c1ccc2c(c1)nc(C1CCN(S(=O)(=O)c3cccs3)CC1)n2CC	1.1	-5	-4	-7	-30	-10	-2	1	5.7

Screening data deposited in PubChem by Sanford-Burnham Center for Chemical Genomics.

This is a random part of the collection (roughly 3.3% active in at least one column).
